aSyn yeast rescue – alpha-synuclein toxicity suppression in yeast. 94,000 compounds, 0.02% hits. Potency, µM (series often up to 46.1 µM), for the others: top-dose growth rescue (activation), usual class: activators. S. cerevisiae alpha-synuclein toxicity rescue, BacTiter-Glo growth, 24 h. AID 1347070; active = well fitted activation curve with a large enough effect; also: 0% is about no effect
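Growth restoration measured by BacTiter-Glo luminescence after 24 hr at 30 deg C; alpha-synuclein yeast, raffinose-pregrown to mid-log, were added at OD600=0.02 in galactose medium onto pinned compounds.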
Numbers without * were called inactive; & = joins results of further samples; [ ] = another dose, or the depositor's remark. Potency is read from the fitted curve at half-maximal effect. An excerpt. The share of hits here may be higher or lower than overall.

SMILES	aSyn yeast rescue
CCOc1ccc(C2N(c3ccc(OC)cc3)C(=O)C3CCCN32)cc1OC (stereo not given)	-24%
Cc1onc(-c2c(F)cccc2Cl)c1C(=O)Nc1cccc(S(=O)(=O)NCc2ccco2)c1	10%
O=C(c1ccc(N2CCN(C(=O)c3ccccc3)CC2)cc1)c1cccc(F)c1	8%
COc1ccc(/C=C(\C#N)c2nc3ccccc3c(=O)[nH]2)cc1OC	6%
Cc1ccc2ccc(C#N)cc2c1O	-61%[inhibitor]
O=S(=O)(c1cccs1)N1CCN(c2cccc(Cl)c2)CC1	10%
COc1ccc(-n2c(=O)c3ccc(C(=O)NCc4ccc(C)cc4)cc3n(Cc3ccc(F)cc3Cl)c2=O)cc1	6%
CCOC(=O)c1cccc(NC(=O)c2cnc(N3CCCCC3)c3ccccc23)c1	0%
O=C(Cn1nc(-c2ccccc2)ccc1=O)NCc1ccc(F)cc1Cl	9%
CCn1cc(/C=C(\NC(=O)c2ccccc2)C(=O)NCCN2CCOCC2)c2ccccc21	6%
COCCNC(=O)CSc1nc(-c2ccc(C)cc2)nc2c1c(=O)n(C)c(=O)n2C	-3%
Cc1ccc(S(=O)(=O)Nc2cc(Cl)c3oc4c(c3c2)CCCC4)cc1	-15%
CCc1ccc(NC(=O)C(CC)n2c(=O)c(-c3ccccc3NC(C)=O)nc3ccccc32)cc1 (stereo not given)	-7%
O=C(NCc1ccccc1)c1cccc(Nc2nc3ccccc3n3nnnc23)c1	-4%
NC(=S)N/N=C/c1cccc(/C=N/NC(N)=S)c1	-9%
Cc1ccc(N2C(=O)CCC2(C#N)c2ccccc2)cc1 (stereo not given)	16%
O=[N+]([O-])c1ccccc1CSc1ccccn1	-3%
Cc1cc(C)n2nc(CNS(=O)(=O)c3ccc(C)c(C)c3)nc2n1	15%&-7%
COC(=O)c1cc2sc(C)cc2n1CC(=O)Nc1cccc(SC)c1	0%
CCOc1ccc(-n2c(=O)c3c4c(sc3n(CC(=O)NCCCOC)c2=O)CCCCC4)cc1	2%&3%
CCc1ccc(NC(=O)CCc2nc3ccccc3[nH]2)cc1	6%
O=C(CSc1nc2ccccc2n1Cc1ccc(F)c(Cl)c1)N1CCN(c2ccc(F)cc2)CC1	-4%
Cc1ccccc1NC(=O)CC1NCCNC1=O (stereo not given)	1%
Cc1ccc(N2C(=O)CS(=O)(=O)C23C(=O)N(Cc2cccc(F)c2)c2ccccc23)cc1Cl (stereo not given)	3%
Cc1ccc(C)c(OCCn2c(-c3ccc(Cl)cc3)nc3ccccc3c2=O)c1C	-8%
CCOc1ccc(NC(=O)c2sc3ccccc3c2Cl)cc1	4%
Cc1c(NC(=O)c2cccs2)c(=O)n(-c2ccccc2)n1C	9%
Cc1noc(C)c1CSCC(=O)Nc1cc(C(F)(F)F)ccc1N1CCCCC1	-8%
O=C(CSc1nc2ccccc2n1Cc1ccc(Cl)cc1)N/N=C/c1ccc(C(=O)O)cc1	-9%
O=c1c2ccccc2n2c(=S)[nH]nc2n1-c1ccccc1	4%
CC1CCN(C(=O)c2ccc(NC(=O)c3nsc4ccccc34)cc2)CC1	11%
CC(C)Oc1ccc(S(=O)(=O)N2CCOCC2)cc1NC(=O)CC1CC2CCC1C2 (stereo not given)	-1%
COc1ccccc1OCCn1c(-c2ccc(Br)cc2)nc2ccccc2c1=O	-4%
Brc1ccc(CNCCCSc2nnnn2-c2ccccc2)cc1	15%
COc1cccc(CNC(=O)CSc2cc(C)[nH]c(=O)n2)c1	-2%
COc1ccccc1CNC(=O)CCCCn1c(=O)c2ccccc2n(Cc2ccccc2F)c1=O	-2%
Cn1cc(CN2CCc3c([nH]c4ccccc34)C2C2CCCCC2)cn1 (stereo not given)	2%
CCCCCCNC(=O)O[C@]12C[C@@H](C(=O)OC)[C@@H](C(=O)OC)C[C@@]1(O)CN(S(=O)(=O)c1ccc(C)cc1)C2	-6%
Nc1c(C(=O)Nc2ccc3c(c2)OCCO3)nnn1Cc1ccc(Cl)cc1	4%
Cc1noc(NS(=O)(=O)c2ccc(NS(=O)(=O)c3ccc(C(C)(C)C)cc3)cc2)c1C	-13%
CCOC(=O)c1sc2nc(C)nc(N3CCCCC3C)c2c1C (stereo not given)	-2%
COc1cc(-c2nc(C(N)=O)c3c(n2)n(-c2cccc(C)c2)c(=O)n3C)cc(OC)c1OC	2%
CCN1C(=O)c2ccccc2S(=O)c2ccc(C(=O)NCc3ccc(OC)cc3)cc21 (stereo not given)	9%
O=c1[nH]c2ccc(Br)cc2c(=O)o1	2%
CCOC(=O)c1c(-c2ccc(Br)cc2)csc1NC(=O)c1ccc(F)cc1	-4%
O=S(=O)(c1ccccc1)N1CCn2c(nc3ccccc32)C1	8%
CC1CC(C)CN(S(=O)(=O)c2ccc(NC(=O)CN3CCCCCC3)cc2)C1 (stereo not given)	-4%
COc1ccc(S(=O)(=O)N(C)c2ccc(C(=O)N3CCCC3)cc2)cc1OC	-13%
O=C(CNc1cccc(S(=O)(=O)N2CCCCC2)c1)Nc1ccc(C(F)(F)F)cc1	-1%
CCOC(=O)Cn1nc2oc(=O)c(CCN3CCN(c4ccccc4OC)CC3)c(C)c2c1C	2%
O=C(c1ccccc1Cl)N1CCN(C(=O)C2CCCO2)CC1 (stereo not given)	5%
COc1ccc(Nc2nc(-c3ccc(C)cc3)nc3ccccc23)c(OC)c1	14%
Cc1cccc(Cn2c(CNS(=O)(=O)c3ccc4c(c3)CCCC4)nc3cccnc32)c1	-4%
COc1ccccc1CNC(=O)c1ccc(CS(=O)(=O)c2c(Cl)cccc2Cl)o1	1%
CCN(CC)CCNC(=O)C1CCN(S(=O)(=O)c2c(C)noc2/C=C/c2ccccc2F)CC1	8%
CCOc1ccccc1NC(=O)c1cc2c(Cl)nc3ccccc3c2s1	6%
COc1ccc(N2CCN(C(=O)c3cc4ccc5cccnc5c4[nH]3)CC2)cc1	2%
CC(=O)Nc1ccc(N/C(N)=N/c2nc(C)cc(C)n2)cc1	-1%
COC(=O)c1ccccc1S(=O)(=O)N1CCC(C(=O)N(C)CCOc2ccccc2)CC1	-4%
C[C@H](CO)N1C[C@H](C)[C@@H](CN(C)S(=O)(=O)c2ccccc2F)Oc2ncc(C#Cc3cccnc3)cc2C1=O	-7%

Additional compounds:
SMILES	aSyn yeast rescue
CCC(=O)N1c2ccccc2CC1C(=O)NCCN1CCN(c2cc(Cl)ccc2C)CC1 (stereo not given)	-2%
CC(C)c1ccccc1NC(=O)Cn1c(/C=C/c2ccccc2)nc2ccccc21	-2%
COc1ccc(/C=C2\Oc3cc(OCC(=O)N4CCC[C@H]4C(=O)O)ccc3C2=O)c(OC)c1OC	1%
CN1CCCC1=Nc1ccccc1	-5%
O=C(Nc1ccc(Br)cc1F)c1ncoc1-c1ccco1	-6%
O=C(NCCS(=O)(=O)NCC1CCCO1)c1ccccc1 (stereo not given)	-2%
CCOC(=O)C1(CCOc2ccccc2)CCN(Cc2ccc(C)o2)CC1	-8%
Cc1nnc2ccc(-c3ccc(NS(=O)(=O)c4ccccc4F)cc3)nn12	2%
Cc1cccc(NC(=O)CSc2nc(=O)n(Cc3ccccn3)c3c2CCC3)c1C	4%
CC(C)CN1CCN(Cc2cnc(N3CCOCC3)s2)CC1CCO (stereo not given)	5%
CCOC(=O)N1CCc2c(sc3c2C(=O)NC(c2cc(OC)c(OC)c(OC)c2)N3)C1 (stereo not given)	-2%
COc1cc2c(cc1OC)N1C(=O)CC(OCC(=O)O)C3C4CC5(CCN5C(=O)C4=O)C2C31 (stereo not given)	1%
COc1ccc(C(=O)N2CCC(C(=O)Nc3ccccc3Cl)CC2)cc1	7%
Cc1ccc(C)c(NS(=O)(=O)c2ccc3c(c2)n(C)c(=O)n3C)c1	5%
O=C(CCCn1c(=O)c2cccn2c2cccnc21)Nc1ccccc1C(F)(F)F	-8%
Nn1c(SCC(=O)NNC(=O)c2ccccc2)nnc1-c1ccccc1F	2%
COc1ccc(-c2nc3ccccc3o2)cc1NC(=O)c1cc([N+](=O)[O-])ccc1N1CCOCC1	2%
CC(C)Oc1ccc(CNC(=O)c2cccc(NC(=O)N3CCSc4ncccc43)c2)cc1	2%
Cc1ccc(CNC(=O)Cn2c(=O)n(Cc3ccccc3)c(=O)c3c2c2cc(C)ccc2n3C)cc1	-4%
CCOC(=O)c1cc2c(=O)n3ccccc3nc2n(CC2CCCO2)c1=NC(=O)c1ccc(F)cc1 (stereo not given)	-4%
COc1cccc(NC(=O)c2nn(-c3ccc(C)cc3)c(=O)n(C)c2=O)c1	-7%
CCC/C=C/c1ccc(CN2C(C(C)C)C(=O)N(Cc3cn(CCOCOC)nn3)CCS2(=O)=O)cc1 (stereo not given)	5%
COc1cccc(CNC(=O)c2cc(S(=O)(=O)N3CCCCC3)cn2C)c1	-6%
COc1cccc(C2CC(c3cccs3)=NN2S(C)(=O)=O)c1 (stereo not given)	-5%
C[C@H](CO)N1C[C@H](C)[C@H](CN(C)Cc2ccc(Oc3ccccc3)cc2)Oc2cc(Br)ccc2S1(=O)=O	8%
CCOc1ccc(NC(=O)c2c(NC(=O)Cc3ccccc3)sc3c2CCCCC3)cc1	-19%
N#CC(=C1C=C(Br)C(=NO)C=C1Cl)c1ccc(Cl)cc1	-1%
S=C(NCCCN1CCOCC1)NN=C1c2ccccc2-c2ccccc21	1%
COc1cc(C2C(=O)N(C3CCCCCC3)CC(=O)N2CCc2ccccc2)ccc1OC(C)C (stereo not given)	-8%
Cc1nn(-c2ccc(N3CCCC3)nn2)c(C)c1CCC(=O)NCc1ccccc1F	-1%
O=C(CN1C(=O)COc2ccc(S(=O)(=O)N3CCCC3)cc21)N1CCN(c2ccc(Cl)cc2)CC1	0%
CCOc1ccc2nc(NC(=O)CSc3nc(-c4ccccc4)c(C#N)c(=O)[nH]3)sc2c1	-1%
Cc1cccc(NC(c2nnc(-c3ccccc3)o2)c2ccc(F)cc2Cl)c1C (stereo not given)	1%
CCOC(=O)C1CCN(c2cc(=O)n(Cc3ccc(F)cc3)c(=O)[nH]2)CC1	3%
Cc1onc(-c2ccc(Cl)cc2Cl)c1-c1csc(N/N=C/c2ccccc2Cl)n1	-10%
Cc1ccc(NC(=O)NCCc2c(C)nn(C)c2C)c(Cl)c1	-3%
O=C(NC1CCCC1)c1ccc2c(c1)N(Cc1ccc(C(F)(F)F)cc1)C(=O)c1ccccc1S2	4%
Fc1ccc(-c2cn(-c3ccccc3)c3[n+]2CCS3)cc1	-1%
CCOC(=O)c1sc2nc(C)nc(NC3CCC(O)CC3)c2c1C (stereo not given)	-4%
N#C/C(=C\c1c(N2CCC(C(N)=O)CC2)nc2ccccn2c1=O)S(=O)(=O)c1ccc(Cl)cc1	2%
COc1cn(-c2ccccc2)nc1C(=O)NCc1ccccc1	-4%
CCc1nnc(NC(=O)C2CCC(CNc3c(N4CCC(C)CC4)c(=O)c3=O)CC2)s1 (stereo not given)	5%
Cc1c(C(=O)NC2CC(C)(C)NC(C)(C)C2)oc2c(Cl)cccc12	-5%
Cc1ccc(CNC(=O)CSc2cc(C)[nH]c(=O)n2)cc1	-1%
Cc1ccc(NC(=O)C2CCN(C(=O)N3CCOc4ccccc43)CC2)cc1	11%
C[C@H](CO)N1C[C@H](C)[C@H](CN(C)C(=O)N[C@H](C)c2ccccc2)OCc2ccccc2-c2c(n(C)c3ccccc23)C1=O	0%
O=C(Nc1ccccn1)C1CCN(S(=O)(=O)c2ccc3ccccc3c2)CC1	19%
O=C(Cc1ccc([N+](=O)[O-])cc1)NCCS(=O)(=O)N1CCN(c2ccccc2)CC1	-6%
Cc1ccc(Cn2c(C(=O)NCc3ccccc3Cl)cc3sccc32)cc1	2%
CC(C)c1nnc(NC(=O)C2CCN(C(=O)c3ccco3)CC2)s1	5%
CCN1CCN(Cc2c(O)ccc3oc(C)c(C(=O)Nc4ccc(OC)c(Cl)c4)c23)CC1	-1%
N#CC1(NC(=O)CSc2nnc(-c3ccccc3F)n2N)CCCCC1	8%
COc1cc(CN2CCC(CO)(CCOc3ccccc3)CC2)cc(OC)c1	1%
COc1ccc(N2CCN(c3nc(-c4ccccc4F)nc4ccccc34)CC2)cc1	-10%
Cc1ccc(NC(=O)/C(C#N)=C/c2cc(C)n(-c3ccc(Br)cc3)c2C)cc1C	-9%
Clc1ccc(-c2cn3cc(Cc4ccccc4)sc3n2)cc1	-3%

By substructure: the entries above containing a thiophene ring, fused or not
SMILES	aSyn yeast rescue
O=S(=O)(c1cccs1)N1CCN(c2cccc(Cl)c2)CC1	10%
COC(=O)c1cc2sc(C)cc2n1CC(=O)Nc1cccc(SC)c1	0%
CCOc1ccc(-n2c(=O)c3c4c(sc3n(CC(=O)NCCCOC)c2=O)CCCCC4)cc1	2%&3%
CCOc1ccc(NC(=O)c2sc3ccccc3c2Cl)cc1	4%
Cc1c(NC(=O)c2cccs2)c(=O)n(-c2ccccc2)n1C	9%
CCOC(=O)c1sc2nc(C)nc(N3CCCCC3C)c2c1C (stereo not given)	-2%
CCOC(=O)c1c(-c2ccc(Br)cc2)csc1NC(=O)c1ccc(F)cc1	-4%
CCOc1ccccc1NC(=O)c1cc2c(Cl)nc3ccccc3c2s1	6%
CCOC(=O)N1CCc2c(sc3c2C(=O)NC(c2cc(OC)c(OC)c(OC)c2)N3)C1 (stereo not given)	-2%
COc1cccc(C2CC(c3cccs3)=NN2S(C)(=O)=O)c1 (stereo not given)	-5%
CCOc1ccc(NC(=O)c2c(NC(=O)Cc3ccccc3)sc3c2CCCCC3)cc1	-19%
CCOC(=O)c1sc2nc(C)nc(NC3CCC(O)CC3)c2c1C (stereo not given)	-4%
Cc1ccc(Cn2c(C(=O)NCc3ccccc3Cl)cc3sccc32)cc1	2%

Part of the list above, reformatted.
CC1CC(C)CN(S(=O)(=O)c2ccc(NC(=O)CN3CCCCCC3)cc2)C1 (stereo not given)
- aSyn yeast rescue = -4%

CCOC(=O)N1CCc2c(sc3c2C(=O)NC(c2cc(OC)c(OC)c(OC)c2)N3)C1 (stereo not given)
- aSyn yeast rescue = -2%

Assay outcomes: PubChem BioAssay, National Center for Advancing Translational Sciences (NCATS)
